Screening results (PubChem BioAssay)
RmlCD inh 1536: inhibitors of Mycobacterium tuberculosis RmlC and RmlD coupled enzymes; P9WH09+P9WH11; RmlC+RmlD coupled enzyme assay, percent inhibition; primary screen in compound mixtures; inhibition, % at 3.6 µM; hit rate 0.03% among 160,000; in the data active means inhibition mostly above about 34%, no sharp cut-off; inconclusive means no clear call, values can overlap the other calls; inactive means mostly below about 22%; further: some results filed as inactive read as strong as hits
Target sequence (P9WH09 whole entry, looked up): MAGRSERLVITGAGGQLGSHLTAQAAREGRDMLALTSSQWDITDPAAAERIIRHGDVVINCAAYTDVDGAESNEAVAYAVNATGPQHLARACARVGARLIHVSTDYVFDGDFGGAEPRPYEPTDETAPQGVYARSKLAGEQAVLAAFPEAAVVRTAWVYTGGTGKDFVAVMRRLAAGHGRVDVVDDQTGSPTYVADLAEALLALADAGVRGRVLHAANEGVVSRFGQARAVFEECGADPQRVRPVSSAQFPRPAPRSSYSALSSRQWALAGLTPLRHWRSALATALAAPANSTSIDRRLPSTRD
Target sequence (P9WH11 whole entry, looked up): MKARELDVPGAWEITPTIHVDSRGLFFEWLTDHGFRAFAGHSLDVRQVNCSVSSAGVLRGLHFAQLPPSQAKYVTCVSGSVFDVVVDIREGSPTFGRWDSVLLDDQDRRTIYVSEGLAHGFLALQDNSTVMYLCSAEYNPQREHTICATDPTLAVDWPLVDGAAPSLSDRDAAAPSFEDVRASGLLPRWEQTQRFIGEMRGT
M. tuberculosis GlmU: inhibition of mycobacterial GlmU enzyme – biochemical, glucosamine-1-phosphate acetyltransferase (AID 1376). M. tuberculosis GlmU acetyltransferase enzyme assay; higher % means a stronger effect. one-dose inhibition, %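 (tested at 30 µM in the primary screen)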; IC50 in µM for titrated hits. hit rate 0.25% among 220,000; in the data active means inhibition above about 13%; inconclusive means no clear call, values can overlap the other calls;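 further: 0% = complete reaction with vehicle and 100% = reaction without substrate; strong numbers were not always called active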
Numbers without * were called inactive.

For CC(OC(=O)C1CCN(S(=O)(=O)c2ccccc2)CC1)C(=O)Nc1ncc(Cl)cc1Cl (configuration not stated) the results were RmlCD inh 1536 -7.3 and M. tuberculosis GlmU 2.6%.
CCCCOC(=O)c1[nH]c2c(c1C)C(=O)CC(c1cc(OC)c(OC)c(OC)c1)C2 (configuration not stated) was read as RmlCD inh 1536 -5.3 and M. tuberculosis GlmU 1.5%.
Screening N#CNC1=NCN(Cc2ccccc2)CN1 returned M. tuberculosis GlmU -1.9%.
Screening C/C=C(\C)C(=O)NCCN1C2=NC[C@@H](C)N2C[C@H]1Cc1ccc(O)cc1 returned M. tuberculosis GlmU 5.3%.
`Cc1ccc(/C=N/N=C/c2ccc(C)s2)s1` gave RmlCD inh 1536 7.2 and M. tuberculosis GlmU 5.6%.
N#CCCn1cc(C(=O)Nc2ccccc2Br)c(-c2ccc([N+](=O)[O-])cc2)n1 was read as RmlCD inh 1536 6.0 and M. tuberculosis GlmU 1.9%.
COc1ccccc1N1CCN(Cc2c[nH]c3ccccc23)CC1 was read as M. tuberculosis GlmU 3.6%.
`CCCCCc1c(C)nc(SCC(=O)O)[nH]c1=O` gave RmlCD inh 1536 23.4 and M. tuberculosis GlmU 8.3%.
Screening CC(=O)Nc1sc(-c2ccc(Cl)cc2)nc1-c1ccccc1 returned RmlCD inh 1536 1.1 and M. tuberculosis GlmU -7.4%.
For CCOC(=O)c1cc(NC(=O)Nc2nccs2)c(C)nc1C the results were RmlCD inh 1536 7.0 and M. tuberculosis GlmU 7.2%.
`CCN(CC)C(=O)CC(c1ccc2c(c1)OCO2)c1c(OC)cc(OC)c2c(-c3ccccc3)cc(=O)oc12` (configuration not stated) gave M. tuberculosis GlmU 1.2%.
COc1ccc(-n2c(=O)n(Cc3ccccc3)c(=O)c3[nH]cnc32)cc1 was read as RmlCD inh 1536 -8.6 and M. tuberculosis GlmU 5.3%.
For O=C(CN1CCN(S(=O)(=O)c2ccc(Br)cc2)CC1)N/N=C/c1ccc(Cl)c([N+](=O)[O-])c1 the results were RmlCD inh 1536 12.4 and M. tuberculosis GlmU -2.8%.
Screening Clc1ccccc1Cn1nnc(-c2ccccc2)n1 returned RmlCD inh 1536 -49.4 and M. tuberculosis GlmU 1.0%.
Screening CC(=O)c1cn(CCCCCCCCCCn2cc(C(C)=O)c(=O)[nH]c2=O)c(=O)[nH]c1=O returned M. tuberculosis GlmU 6.8%.

The last 2 records of the part before open the next one:
Screening Clc1ccccc1Cn1nnc(-c2ccccc2)n1 returned RmlCD inh 1536 -49.4 and M. tuberculosis GlmU 1.0%.
Screening CC(=O)c1cn(CCCCCCCCCCn2cc(C(C)=O)c(=O)[nH]c2=O)c(=O)[nH]c1=O returned M. tuberculosis GlmU 6.8%.
Screening COc1ccc(CC(=O)NC(c2ccccc2)c2ccccc2)cc1S(=O)(=O)N1CCOCC1 returned M. tuberculosis GlmU -4.7%.
`CCOc1ccc(C(CCc2ccccc2)NC(=O)c2ccccc2F)cc1OCC` (configuration not stated) gave RmlCD inh 1536 -3.8 and M. tuberculosis GlmU -1.6%.
Screening CC(=O)c1c(N2CCOCC2)nc2ccc(Cl)cc2c1-c1ccccc1 returned M. tuberculosis GlmU 3.6%.
Cc1nc2ccccn2c1/C(O)=C1\C(=O)C(=O)N(CCN2CCOCC2)C1c1ccncc1 (configuration not stated) was read as M. tuberculosis GlmU -0.5%.
`CCC(=O)N/C(N)=N/c1nc(C)c2cc(OC)ccc2n1` gave RmlCD inh 1536 -2.7 and M. tuberculosis GlmU -2.1%.
Screening COCCNC(=O)CSc1nc2ccccc2c(=O)n1CCC(=O)N1CCN(c2ccccc2)CC1 returned RmlCD inh 1536 -12.1 and M. tuberculosis GlmU 2.9%.
For O=C(CCCCCNS(=O)(=O)c1ccc(Br)cc1)NCCN1CCOCC1 the results were RmlCD inh 1536 4.7 and M. tuberculosis GlmU -1.4%.
`O=C(CSc1ccsc1[N+](=O)[O-])N1CCN(c2ccccc2)CC1` gave RmlCD inh 1536 -3.0 and M. tuberculosis GlmU 1.5%.
Clc1ccccc1COc1ccc(/C=N/n2cnnc2)cc1 was read as RmlCD inh 1536 -2.7 and M. tuberculosis GlmU 3.1%.
Screening CC1(C)CC(CC(=O)O)(c2ccccc2)CCO1 (configuration not stated) returned RmlCD inh 1536 10.1 and M. tuberculosis GlmU 0.1%.
`Fc1c(F)c(F)c(/C=N/NC(=S)Nc2cccnc2)c(F)c1F` gave M. tuberculosis GlmU 2.0%.
`CC1(C)CC(=O)C=C(Nc2ccccc2F)C1` gave M. tuberculosis GlmU 2.9%.
O=C(NCc1cccnc1)c1ccc2c(c1)N(Cc1ccccc1)CCS2 was read as RmlCD inh 1536 7.6 and M. tuberculosis GlmU -5.0%.
`O=S(=O)(Nc1nc2ccccc2nc1NCC1CCCO1)c1ccc(F)cc1` (configuration not stated) gave M. tuberculosis GlmU -2.9%.
`O=C(O)COc1ccccc1/C=N/NC(=O)Cc1csc(Nc2cccc(C(F)(F)F)c2)n1` gave RmlCD inh 1536 6.0 and M. tuberculosis GlmU -0.5%.
For CC(C)c1ccccc1OCC(=O)NCC(c1cccs1)N1CCOCC1 (configuration not stated) the results were RmlCD inh 1536 -3.6 and M. tuberculosis GlmU -3.4%.
Cc1cc(C)nc(SCC(=O)c2ccc3c(c2)OCCO3)n1 was read as RmlCD inh 1536 -8.4 and M. tuberculosis GlmU 3.7%.
Screening O=C(NCCCN1CCN(CCCNC(=O)c2cccc(Cl)c2)CC1)c1cccc(Cl)c1 returned RmlCD inh 1536 -7.0 and M. tuberculosis GlmU -6.1%.
Screening COc1ccc(CC(NC(C)=O)C(=O)NC2CCN(c3nc(C)cc(C)c3C#N)CC2)c(OC)c1 (configuration not stated) returned M. tuberculosis GlmU 2.7%.
COc1cc(OC)cc(C(=O)NNC(=S)NC2CC2)c1 was read as M. tuberculosis GlmU -3.8%.
For COc1ccc2[nH]c(C(=O)NCc3ccccc3)cc2c1 the results were RmlCD inh 1536 -12.4 and M. tuberculosis GlmU 1.8%.
`O=C(N/N=C/c1ccccc1OC(=O)N1CCOCC1)c1cccs1` gave RmlCD inh 1536 4.2 and M. tuberculosis GlmU -4.5%.
Screening COc1ccc2oc(C(F)(F)C(F)(F)F)cc(=O)c2c1 returned RmlCD inh 1536 13.3.
`O=C(CN(Cc1ccc2c(c1)OCO2)C(=O)c1cnsn1)NC1CCCC1` gave RmlCD inh 1536 33.8 and M. tuberculosis GlmU -2.6%.
For CCOC(=O)c1c(-c2ccccc2Cl)csc1NC(=O)CSc1nc(C)cc(=O)[nH]1 the results were RmlCD inh 1536 6.0 and M. tuberculosis GlmU 0.8%.
`CC1CN(C2=Nc3cccc4cccc2c34)CC(C)O1` (configuration not stated) gave RmlCD inh 1536 2.8 and M. tuberculosis GlmU 0.6%.
Screening CCCn1nnc(NC(=O)Cc2ccccc2)n1 returned RmlCD inh 1536 2.6 and M. tuberculosis GlmU -2.5%.
`COc1cnc(-c2ccccn2)nc1Oc1ccc(Cl)cc1` gave RmlCD inh 1536 7.6 and M. tuberculosis GlmU 0.0%.
For COc1ccc(N(CC(=O)NC2CCCC2)C(=O)Cn2nnc(-c3ccc(OC)c(OC)c3)n2)cc1 the results were RmlCD inh 1536 7.1 and M. tuberculosis GlmU 3.0%.
For CC(NCc1ccccc1C(F)(F)F)C(O)c1ccccc1 (configuration not stated) the results were RmlCD inh 1536 8.9 and M. tuberculosis GlmU -3.5%.
CCCc1nnc(-c2cc(OC)c(OC)c(OC)c2)o1 was read as RmlCD inh 1536 5.3 and M. tuberculosis GlmU 2.5%.
Screening COc1ccc(NC(=O)COC(=O)c2c(-c3ccccc3)noc2C)cc1 returned RmlCD inh 1536 -6.8 and M. tuberculosis GlmU -7.5%.
Screening COc1cccc(C(=O)Nc2nc(-c3ccc4c(c3)OCO4)cs2)c1 returned RmlCD inh 1536 -7.2 and M. tuberculosis GlmU 4.5%.
CCC(C)Sc1nnc(CSc2nc3nc(C)cc(C)n3n2)o1 (configuration not stated) was read as RmlCD inh 1536 -1.7 and M. tuberculosis GlmU -1.9%.
CCN(CC)c1ccc(/C=N/NC(=O)Nc2ccccc2)cc1 was read as M. tuberculosis GlmU -1.9%.
`Cc1cnc(C(=O)Nc2ccc(-n3cnnn3)cc2)cn1` gave RmlCD inh 1536 1.6 and M. tuberculosis GlmU -0.6%.
`CCCC(=O)NCc1ccncc1` gave RmlCD inh 1536 -9.7 and M. tuberculosis GlmU -0.6%.
`CN(CCNC(=O)C1CCN(S(=O)(=O)c2cnc[nH]2)CC1)Cc1ccccc1` gave RmlCD inh 1536 -4.5 and M. tuberculosis GlmU 5.9%.
CC1=NNC(=O)C1CC(=O)N/N=C(\C)c1cccs1 (configuration not stated) was read as RmlCD inh 1536 16.1 and M. tuberculosis GlmU 7.5%.
`O=C(CN1C(=O)CCS(=O)(=O)c2ccccc21)NCc1ccc(F)cc1` gave RmlCD inh 1536 8.2 and M. tuberculosis GlmU 0.8%.
Screening Cc1cc(/C=N\NC(=O)CC(=O)NC2CCCCC2)c(C)n1-c1cccc(Cl)c1Cl returned RmlCD inh 1536 -10.8 and M. tuberculosis GlmU -1.1%.
Screening CCCCCC(=O)OC(CN1CCCCC1)CN1CCCC1=O (configuration not stated) returned RmlCD inh 1536 inconclusive and M. tuberculosis GlmU 4.0%.
CC1=CCC2C(=O)N(c3ccccc3OC(=O)c3ccccc3F)C(=O)C2C1 (configuration not stated) was read as RmlCD inh 1536 1.2 and M. tuberculosis GlmU 0.9%.
`NC(=O)C1CC(=O)N(c2ccc(OCc3ccccc3Cl)cc2)C1` (configuration not stated) gave RmlCD inh 1536 7.2 and M. tuberculosis GlmU 1.1%.
`O=C(COc1ccccc1-c1ccccc1)Nc1ccc(S(=O)(=O)NCc2ccco2)cc1` gave M. tuberculosis GlmU -4.5%.

Looked up by structure from the list above:
`CCCC(=O)NCc1ccncc1` gave RmlCD inh 1536 -9.7 and M. tuberculosis GlmU -0.6%.
CCC(C)Sc1nnc(CSc2nc3nc(C)cc(C)n3n2)o1 (configuration not stated) was read as RmlCD inh 1536 -1.7 and M. tuberculosis GlmU -1.9%.
CCN(CC)c1ccc(/C=N/NC(=O)Nc2ccccc2)cc1 was read as M. tuberculosis GlmU -1.9%.

(list continues)
For CCOCCCn1c(=NC(=O)c2cccs2)c(C#N)cc2c(=O)n3ccccc3nc21 the results were RmlCD inh 1536 -4.8 and M. tuberculosis GlmU -0.4%.
Screening O=C(COc1cccc2ccccc12)Nc1cc(S(=O)(=O)N2CCOCC2)ccc1N1CCOCC1 returned RmlCD inh 1536 6.4 and M. tuberculosis GlmU 5.5%.
`Cn1c(CNc2nc(-c3ccccc3)cs2)nnc1SCC(=O)N1CCc2ccccc21` gave M. tuberculosis GlmU 3.5%.
Cc1ccc(-c2nnn(CC(=O)N(Cc3ccco3)C(C(=O)NC(C)(C)C)c3cccs3)n2)o1 (configuration not stated) was read as RmlCD inh 1536 12.4 and M. tuberculosis GlmU 1.3%.
CCOc1ccc(-n2c(SCC(=O)Nc3ccc(OC)cc3OC)nc3c(c2=O)SCC3)cc1 was read as RmlCD inh 1536 16.8 and M. tuberculosis GlmU -0.1%.
O=C(c1ccccc1)N1CCn2c(nc3ccccc32)C1 was read as M. tuberculosis GlmU 1.8%.
COc1ccc(S(=O)(=O)N2N=C(C)Oc3ccccc3C2=O)cc1 was read as M. tuberculosis GlmU 1.6%.
Screening COc1ccc(-c2noc(Cc3ccccc3OC)n2)cc1 returned RmlCD inh 1536 7.8 and M. tuberculosis GlmU 6.4%.
For Cc1ccc(C)c(Nc2nc3c(S(=O)(=O)c4ccccc4)nnn3c3ccccc23)c1 the results were RmlCD inh 1536 5.8 and M. tuberculosis GlmU 4.7%.
For N#C/C(=C/N1CCOCC1)c1ccccc1 the results were RmlCD inh 1536 -5.4 and M. tuberculosis GlmU -4.0%.
CN(C)NC(=S)NC1CCS(=O)(=O)C1 (configuration not stated) was read as RmlCD inh 1536 -8.7 and M. tuberculosis GlmU 0.2%.
O=C(N/N=C1\CC2CC=CC12)c1ccc(COc2ccccc2)cc1 (configuration not stated) was read as RmlCD inh 1536 -7.8 and M. tuberculosis GlmU -6.4%.
`Cc1cc(=O)n2c(c1C#N)SC1CCCCC12O` (configuration not stated) gave M. tuberculosis GlmU 9.1%.
For Cc1ccc(C(=O)NC2CCCCNC2=O)cc1C (configuration not stated) the results were M. tuberculosis GlmU 8.5%.
Screening Cn1c(=O)c2c(SCC(=O)N3CCOCC3)nc(CC(C)(C)C)nc2n(C)c1=O returned M. tuberculosis GlmU 2.7%.

Three compounds from above, ordered by length of the SMILES, rising:
O=C(c1ccccc1)N1CCn2c(nc3ccccc32)C1 was read as M. tuberculosis GlmU 1.8%.
O=C(N/N=C1\CC2CC=CC12)c1ccc(COc2ccccc2)cc1 (configuration not stated) was read as RmlCD inh 1536 -7.8 and M. tuberculosis GlmU -6.4%.
CCOc1ccc(-n2c(SCC(=O)Nc3ccc(OC)cc3OC)nc3c(c2=O)SCC3)cc1 was read as RmlCD inh 1536 16.8 and M. tuberculosis GlmU -0.1%.

Next part:
`O=C(Cc1ccc([N+](=O)[O-])cc1)Nc1cc(C(F)(F)F)cc(C(F)(F)F)c1` gave RmlCD inh 1536 -1.6 and M. tuberculosis GlmU 6.2%.
`O=C1c2ccsc2SCCN1Cc1ccc(Cl)cc1Cl` gave M. tuberculosis GlmU 1.9%.
Screening Cc1cc(C)nc(NC(=O)c2c(-c3ccccc3Cl)noc2C)n1 returned RmlCD inh 1536 -4.5 and M. tuberculosis GlmU -2.1%.
For CCNc1nc(=S)nc(NCc2ccccc2)[nH]1 the results were RmlCD inh 1536 2.7 and M. tuberculosis GlmU -0.6%.
COc1ccc(NC(=S)N(CCO)Cc2cc3c(C)cc(C)cc3[nH]c2=O)cc1 was read as RmlCD inh 1536 2.4 and M. tuberculosis GlmU 5.3%.
For COc1ccc2[nH]cc(CCN3C(=O)CCC3=O)c2c1 the results were RmlCD inh 1536 6.4 and M. tuberculosis GlmU -0.1%.

Not all compounds are listed (hit frequency here may not be typical).
